SMARCA2 activ = activators of SMARCA2 function; MG213 cells, MMTV-luciferase reporter, dexamethasone, overnight; activation, % at 9.1 µM; 370,000 compounds, 1% hits; AID 652017; in the data active means activation above about 7.8%;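 further: 0% = vehicle wells and 100% = reference activator wells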
ADAM17 inh = ADAM17 inhibition, QFRET primary screen; 370,000 compounds, 0.83% hits; recombinant ADAM17, EDANS/DABCYL FRET peptide cleavage; P78536; inhibition, % at 6.95 µM;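 active means inhibition above the mean of compounds lying between control limits plus 3 SD, set per campaign, cut at about 8.5% in these data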;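 further: 0% = DMSO-only wells as the low control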
PLCg1 inh = PLC-gamma1 (human) inhibition, primary screen; 370,000 compounds, 0.84% hits; purified PLC-gamma1, fluorogenic substrate, fluorescence; inhibition, % at 12.2 µM; in the data active means inhibition above about 9.5%
DAX1 inh-1 = inhibits human nuclear receptor DAX1; HEK293 Gal4-DAX1 luciferase reporter, luminescence; inhibition, % at 6.75 µM; 340,000 compounds, 0.99% hits; AID 504766;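 active means inhibition above the mean over all tested compounds plus 3 SD, cut at about 4.2% in these data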;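 further: 0% = DAX1-transfected cells with DMSO and 100% = empty-vector control cells with DMSO; inhibition shows as a rise in luminescence from relieved DAX1 repression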
hgDAF12 agonist = hgDAF-12 agonism, primary luciferase screen; activation, % at 6.8 µM; AID 687014; HEK293 GAL4-hgDAF12 UAS-luciferase reporter, agonist luminescence; normalized to butyrate control; 370,000 compounds, 1.8% hits;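 active means activation above a cutoff set at the mean of all screened compounds plus 3 SD, cut at about 10% in these data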;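 further: 0% = DMSO wells and 100% = sodium butyrate wells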
Rev-erbA mod = modulates human Rev-erb alpha binding to DNA. P20393. Rev-erbα–FITC-DNA binding, fluorescence polarization, 90 min. activity, % at 10 µM. 370,000 compounds, 0.79% hits;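 active means activity above about 14%, limit read from the data; passing the limit was not always enough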;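 further: 0% = DMSO wells with 35 nM protein and 100% = DMSO wells with 750 nM protein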
hcDAF12 agonist = H. contortus DAF-12 activation, primary screen. HEK293 hcDAF-12 lit1-tk-luc reporter, luminescence; 0% DMSO, 100% Δ7-dafachronic acid. activation, % at 6.8 µM. 370,000 compounds, 1.4% hits;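 active means activation above the mean of all tested compounds plus 3 SD, cut at about 5.5% in these data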;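 further: 100% = response to 3 µM Δ7-dafachronic acid high control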
MBD2 inh = inhibitors of human MBD2 binding to methylated oligonucleotide. Q9UBB5. TR-FRET. inhibition, % at 4.4 µM. 370,000 compounds, 0.31% hits. AID 686964; in the data active means inhibition above about 13%
PLC-beta3 inh = blocks human PLC-beta3 enzyme activity. 370,000 compounds, 0.18% hits. AID 720704. inhibition, % at 12.2 µM. Purified PLC-beta3, fluorogenic substrate, fluorescence. Q01970; in the data active means inhibition above about 11%;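 further: 0% = median of compound wells on plate and 100% = full blocker control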
ssDAF12 agonist = activators of S. stercoralis DAF-12 nuclear receptor; HEK293 ssDAF-12/GRIP1 lit1-tk-luc reporter, luminescence; % of 3 µM dafachronic acid response; activation, % at 6.8 µM; 370,000 compounds, 1% hits;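 active means activation above the mean over all tested compounds plus 3 SD, cut at about 0.9% in these data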;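 further: 0% = DMSO-only wells and 100% = 3 µM delta7-dafachronic acid wells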
DAX1 inh-2 = blocks DAX1 repression of SF-1 activated StAR promoter. HEK293T StAR-luciferase reporter, SF-1/DAX-1 repression relief. inhibition, % at 6.8 µM. 370,000 compounds, 1.1% hits. AID 652010;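 active means inhibition above the mean over all tested compounds plus 3 SD, cut at about 3.6% in these data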;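 further: 0% = DAX-1 cells with DMSO and 100% = cells lacking DAX-1 with DMSO; higher inhibition means more luminescence from relief of DAX-1 repression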
The depositor's hits bear a star; · = not tested or not shown.

Start of the listing, in advance:
compound,SMARCA2 activ,ADAM17 inh,PLCg1 inh,DAX1 inh-1,hgDAF12 agonist,Rev-erbA mod,hcDAF12 agonist,MBD2 inh,PLC-beta3 inh,ssDAF12 agonist,DAX1 inh-2
Cc1ccc(C(=O)NCC(=O)OC(C)C(=O)Nc2ccc(N(C)C)cc2)cc1C (centres undefined),-2,-1,2,-1.3,2.7,-5,-2.6,-1,-1,-1.1,-0.6
Cc1cc(C)cc(N(C(=O)CNC(=O)c2ccco2)C(C(=O)NC2CCCC2)c2cccnc2)c1 (centres undefined),-1,-4,-2,0.6,-2.5,2,-0.7,-2,-1,-1.1,-0.1

The whole of this part, from the start:
compound,SMARCA2 activ,ADAM17 inh,PLCg1 inh,DAX1 inh-1,hgDAF12 agonist,Rev-erbA mod,hcDAF12 agonist,MBD2 inh,PLC-beta3 inh,ssDAF12 agonist,DAX1 inh-2
Cc1ccc(C(=O)NCC(=O)OC(C)C(=O)Nc2ccc(N(C)C)cc2)cc1C (centres undefined),-2,-1,2,-1.3,2.7,-5,-2.6,-1,-1,-1.1,-0.6
Cc1cc(C)cc(N(C(=O)CNC(=O)c2ccco2)C(C(=O)NC2CCCC2)c2cccnc2)c1 (centres undefined),-1,-4,-2,0.6,-2.5,2,-0.7,-2,-1,-1.1,-0.1
CC[n+]1c(C)sc2cc(C)ccc21,2,0,-1,-2.0,-1.4,2,-0.8,-6,3,-1.7,0.1
CCN(c1ccc(F)cc1)S(=O)(=O)c1ccc2[nH]cc(C(=O)NCCCN3CCOCC3)c(=O)c2c1,5,-9,-1,1.4,1.1,1,-0.8,-1,-4,-2.3,0.7
Cc1cccc(OCC(=O)OCC(=O)NCC2CCCO2)c1C (centres undefined),0,-2,3,2.1,-0.1,5,1.0,-3,3,-0.5,-0.6
O=C1Nc2c(c(=O)[nH]c(=O)n2-c2ccccc2F)C(C(F)(F)F)(C(F)(F)F)N1,0,-4,1,0.1,-1.1,-2,-2.4,5,4,-1.4,0.5
CC(C)(C)c1cc(NS(=O)(=O)c2ccc(Br)s2)no1,3,-1,-1,-0.6,1.5,6,-0.4,-3,-7,-1.3,-0.7
Cn1c(N)c(C(=O)COC(=O)COc2ccc(Cl)cc2Cl)c(=O)n(C)c1=O,6,2,2,1.4,-0.7,-4,0.2,-5,3,-0.9,-0.9
CC[C@]1(C(=O)OC)[C@H]2C(=O)N(C)C(=O)[C@H]2[C@H]2CN(C)C(=NC)N21,2,-1,-1,0.1,-1.3,-1,-1.5,0,2,-0.7,0.7
COc1cc2c(cc1OC)CN(C(=O)CC1CC3CCC1C3)CC2 (centres undefined),0,-6,-7,1.3,-0.2,5,0.1,-7,-8,-1.8,0.4
Cn1c(N)c(NC(=S)NC2CCCCC2)c(=O)n(C)c1=O,-4,-5,-1,0.0,-3.2,6,-0.5,4,-1,-1.1,-0.3
Cc1nc2cc(C(=O)N3CCN(C(=O)OCc4ccccc4)CC3)ccc2n1C1CCCC1,2,0,4,·,-2.3,-2,-1.9,-3,2,-1.6,-0.5
OCc1ccccc1Cn1ccnc1,-2,-2,2,0.6,0.7,2,0.0,7,-10,-1.8,-1.2
Cc1ccc(N2CCN(C(=O)CN3C(=O)c4ccccc4C3=O)CC2)cc1,-3,-4,1,0.4,-0.9,-5,-1.6,-3,-4,-0.9,0.8
Cc1onc(-c2ccccc2)c1C(=O)Nc1sccc1C#N,-3,-3,-3,-1.3,-0.7,-3,-0.1,1,-8,-0.9,-0.6
Cc1nc(Nc2ncc3c(n2)CC(C)(C)CC3=O)nc2ccccc12,3,-4,3,1.7,1.6,1,-1.5,0,-3,-1.1,0.5
CC(C)(C)CN1C(N)=NC[C@H]1Cc1ccc(O)cc1,0,-2,1,0.1,1.7,-6,-2.0,1,1,-1.2,0.4
O=C(COC(=O)Cc1cccc(F)c1)NCCc1ccccc1,-3,-5,7,1.1,-3.0,-5,-0.4,8,-10,-1.2,-1.4
COC(=O)N1CCN(c2ccc(C(C)=O)cc2)CC1,2,1,3,2.1,2.6,-4,-0.9,-1,1,-1.1,-0.5
O=C(CCn1c(=S)oc2ccccc21)N1CCCCC1,2,-2,-2,-0.1,2.5,-1,0.0,0,-3,-1.4,0.5
CNC(=O)c1[nH]cnc1C(=O)N[C@@H](CC(C)C)C(=O)OCc1ccccc1,0,2,2,-1.5,-5.0,-4,-2.1,2,4,-1.6,-0.9
O=C(Nc1cccc2c1CCCC2)C1CCCN(S(=O)(=O)c2cccc3nonc23)C1 (centres undefined),-1,-2,3,-0.2,1.1,-1,1.2,0,3,-0.6,0.3
COc1ccc(N2CCN(C(=O)C3CCN(S(=O)(=O)c4cccs4)CC3)CC2)cc1,-1,0,0,0.5,-2.9,-5,0.1,6,1,-1.1,-1.0
O=C1/C(=C/c2cccs2)COc2ccccc21,2,2,-4,0.6,5.4,-4,5.2,-4,-2,-0.1,0.3
CCOC(=O)c1c(S(=O)(=O)NCC(=O)Nc2cccc(C)c2C)c(C)n(C)c1C,-1,-2,1,0.1,4.6,-4,-0.3,1,-6,-1.7,-0.1
C=CCN1C(=O)C(CC(=O)NCC)SC1=Nc1ccccc1CC (centres undefined),-1,-2,-1,-0.9,-1.7,2,0.0,1,-1,-0.9,-0.5
COc1ccc(O)c(C(=O)c2cnc3c(c2)CN(C)C(=O)N3)c1,2,-17,-22,-0.8,6.0,-2,0.2,4,-37,-2.2,-0.8
N#Cc1ccc(OCc2noc(-c3ccsc3)n2)cc1,-6,0,8,4.1,2.1,-3,-0.4,0,-6,-1.0,0.7
O=C(NNC1CC(=O)N(c2cccc(Cl)c2)C1=O)c1cccs1 (centres undefined),5,1,3,0.4,6.8,-6,3.6,3,0,-1.1,0.6
Cc1ccc2c(c1)C=CC(C#N)N2C(=O)Oc1ccccc1 (centres undefined),-3,-9,-176,0.6,4.4,-3,-1.1,-5,-208,-1.1,-0.1
C#CC[N+](C)(C)CCCCCCCCC,-5,-3,3,-0.3,-1.6,-2,-0.5,4,0,-1.6,-0.3
CCc1cc(=O)oc2cc(O[C@@H]3O[C@H](CO)[C@@H](O)[C@H](O)[C@H]3O)c(Cl)cc12,-2,-70,-28,0.9,5.2,1,0.8,-6,-35,-0.9,0.3
CCOC(=O)c1ccccc1NC(=O)COC,3,-4,1,-0.8,-2.0,1,-1.5,-2,3,-0.9,0.4
C=CCN1C(=O)[C@H](CC(=O)NCc2cccc3ccccc23)[C@@]2(C(=O)OCC)CCCC=C12,-3,-2,3,·,-3.9,1,-0.8,-2,2,-1.2,-0.1
CCOc1ccc(NC(=O)C2CC(=O)N(CC)C(=Nc3ccc4c(c3)OCO4)S2)cc1 (centres undefined),0,0,-3,-0.1,0.8,-1,-0.6,2,1,-1.7,0.1
Cc1ccc(Nc2nc(N)nc(CSc3nccn3C)n2)c(C)c1,3,-7,3,0.1,4.7,1,4.8,4,0,-0.7,1.2
CN1OC[C@@H]2CN(Cc3ccccc3)[C@H](c3cccc(-c4ccccc4)c3)C[C@@H]21,-3,0,-1,1.8,4.4,6,-1.8,0,-2,-1.0,-0.9
COc1ccc(-c2nnc(SCC(=O)NC3CC3)o2)cc1,6,3,5,0.8,1.9,-3,0.2,-2,-2,-1.1,2.1
CCOc1ccc(CC(=O)NNC(=O)NC2CCCCC2)cc1,1,-3,-2,-0.6,-3.0,-5,-1.9,4,0,-1.0,0.6
CCCCn1cnc2c(Sc3c([N+](=O)[O-])ncn3C)nc(N)nc21,0,-1,4,-1.1,-1.5,-3,-0.3,-2,5,-1.2,-0.7
CCCN(CCC)C1=CC(=[N+]2CCCC2)CC(C)(C)C1,-4,0,5,-4.0,-7.9,3,-4.9,4,4,-2.3,-3.0
Cn1c2ccccc2c2c(=O)oc3ccccc3c21,2,-13,-5,1.4,3.9,10,-2.5,6,-6,-0.3,1.9
COc1ccc(OC)c(NC(=O)C2(C)CCN2CCOc2ccccc2)c1 (centres undefined),-4,3,-2,·,-5.7,3,-2.0,4,-1,-1.6,-0.8
CCC(=O)c1cc(F)c(N2CCN(S(=O)(=O)c3ccccc3)CC2)cc1C,-2,3,2,0.7,0.4,-3,-2.1,3,3,-1.6,-0.6
NC(=S)Nc1ncc(C(F)(F)F)cc1Cl,-6,1,3,0.0,-3.8,-1,-2.6,6,4,-1.5,0.0
CSCCC(NC(N)=O)C(=O)NCC1CCCCC1 (centres undefined),-1,-5,-5,0.6,0.2,1,-1.0,5,1,-1.1,0.5
CCOC(=O)C1CCCN(C(=O)CSc2ccc(NC(C)=O)cc2)C1 (centres undefined),5,0,0,1.9,-1.6,0,1.1,-2,-1,-1.1,-0.6
COc1ccc(-c2noc(C3CCCN(C(=O)Nc4ccc(Cl)cc4)C3)n2)cc1 (centres undefined),-1,6,0,·,2.5,5,0.2,4,0,-1.3,-0.9
COc1cc(/C=C/C(=O)OCC(=O)N2CCN(S(=O)(=O)c3ccc(C)cc3C)CC2)ccc1OC(F)F,-2,-4,0,0.3,0.9,0,-0.8,-1,-6,-0.9,-2.1
C#CC(CO)N(CCN(Cc1ccccc1)C(C#C)CO)Cc1ccccc1 (centres undefined),0,0,-1,0.8,-0.2,-1,-1.0,3,1,-0.7,-0.3
CCOC(=O)C1(Cc2ccc(OC)cc2)CCN(C(=O)Cn2cnnn2)CC1,2,1,2,1.9,3.4,-4,0.1,5,6,-1.2,-0.4
COCC(C)n1c(SCc2ccc(C(=O)OC)o2)nc2ccccc2c1=O (centres undefined),9.3*,1,4,-0.7,-2.6,-2,-3.1,1,0,-2.0,-1.1
O=C(Nc1cc(Cl)ccc1-n1cncn1)c1cccc(S(=O)(=O)N2CCOCC2)c1,2,-5,0,-0.2,1.1,7,0.8,7,-2,-0.9,-0.8
CON(c1nc(Cl)nc(N(C)C)n1)S(=O)(=O)c1ccc(C)cc1,-1,4,-1,0.0,-0.8,-3,-1.0,5,-4,-1.0,-0.3
CCN1C(=O)[C@@H]2[C@@H](c3ccc(SC4CCCCC4)c(OC)c3)N3CCC[C@@]3(C(=O)OC)[C@@H]2C1=O,-1,-4,-1,-0.8,0.8,-4,-2.2,2,-4,-1.9,-0.8
Nc1nc(Cl)cc(N2CCOCC2)n1,1,-1,1,0.0,1.7,3,-1.1,2,5,-0.8,-0.5
COc1ccc([N+](=O)[O-])cc1NC(=O)Cc1ccc(C)cc1,-4,3,2,-1.2,-1.6,2,-2.3,7,2,-1.9,-1.0
C/C(=N\NC(=S)NCc1ccccc1)c1ccc(C#N)cc1,-1,3,3,3.6,-2.7,-1,0.1,2,0,-1.2,-0.4
Cc1cccc(CC(=O)NC2CCCCCC2)c1,1,-4,-2,3.8,3.1,-5,4.0,2,-4,-0.7,0.6
Cc1nc(C)n(CC(O)COc2ccc3cc(Br)ccc3c2)n1 (centres undefined),-3,-1,-2,-1.4,-2.9,-1,-3.1,-3,0,-2.2,-1.3
O=C(Nc1ccc2ccccc2n1)c1ccc(Cl)cc1,3,-9,-3,3.1,15*,4,10*,3,-10,0.7,1.5
COc1cc(C(=O)N2CCCc3ccccc32)c([N+](=O)[O-])cc1OC,-3,-4,1,-1.1,0.2,-4,-0.5,0,2,-1.0,0.5

Assay outcomes (PubChem)
